Eya2 phos inh – Eya2 (human) phosphatase inhibition. actives 0.006% (n = 330,000). recombinant Eya2, OMFP fluorescence dephosphorylation (OMFP is methylfluorescein phosphate). O00167. Potency, µM (highest dose often 76.9 µM), without a hit: at the highest dose activity, negative = inhibition, actives largely listed as inhibitors; note: potency is the fitted concentration of half-maximal effect; % is set by controls: 0 for no effect and ±100 for the full control effect
Target sequence (O00167 whole entry, looked up): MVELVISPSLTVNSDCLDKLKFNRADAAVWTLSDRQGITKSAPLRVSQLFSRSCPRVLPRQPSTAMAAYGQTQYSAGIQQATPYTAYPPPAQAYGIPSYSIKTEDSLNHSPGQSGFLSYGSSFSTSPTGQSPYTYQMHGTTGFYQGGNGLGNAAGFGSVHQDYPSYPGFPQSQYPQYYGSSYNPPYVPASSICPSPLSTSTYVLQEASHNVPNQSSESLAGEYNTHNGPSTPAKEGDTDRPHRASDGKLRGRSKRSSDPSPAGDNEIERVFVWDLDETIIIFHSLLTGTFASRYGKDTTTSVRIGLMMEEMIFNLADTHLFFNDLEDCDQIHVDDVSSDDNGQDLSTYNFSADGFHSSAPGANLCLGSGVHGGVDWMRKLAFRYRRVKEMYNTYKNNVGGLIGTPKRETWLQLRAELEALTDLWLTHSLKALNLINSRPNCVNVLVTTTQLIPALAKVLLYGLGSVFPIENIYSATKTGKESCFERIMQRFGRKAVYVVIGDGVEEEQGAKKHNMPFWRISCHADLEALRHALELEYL
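Eya2 protein (added as 0.2 uM solution) was preincubated with compound for 10 min at ambient temperature in 50 mM HEPES pH 7.5, 50 mM NaCl, 5 uM MgCl2, 0.05% BSA, 1 mM DTT. OMFP (added at 50 uM) then reacted 10 min; fluorescence read at 485/525 nm.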
GALK inhibitor – inhibitors of human galactokinase; Potency, µM (doses to about 57.5 µM), without a hit: at the top dose activity change, negative = inhibition, usual class: inhibitors; P51570; actives 0.007% (n = 270,000); Purified GALK, Kinase-Glo residual ATP luminescence; note: potency is the fitted concentration of half-maximal effect; % is set by controls: 0 for no effect and ±100 for the full control effect
Target sequence (P51570 whole entry, looked up): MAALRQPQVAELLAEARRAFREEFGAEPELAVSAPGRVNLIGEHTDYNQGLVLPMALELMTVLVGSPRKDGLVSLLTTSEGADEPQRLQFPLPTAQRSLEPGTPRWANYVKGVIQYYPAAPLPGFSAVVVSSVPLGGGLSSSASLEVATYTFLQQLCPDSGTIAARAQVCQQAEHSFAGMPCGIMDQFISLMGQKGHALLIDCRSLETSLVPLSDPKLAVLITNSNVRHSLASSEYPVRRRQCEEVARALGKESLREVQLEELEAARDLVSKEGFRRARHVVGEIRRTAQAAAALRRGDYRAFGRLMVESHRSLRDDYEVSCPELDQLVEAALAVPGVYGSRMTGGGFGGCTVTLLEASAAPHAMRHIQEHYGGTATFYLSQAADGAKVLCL
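Compounds were pin-transferred into ATP buffer (35 uM final), then GALK plus galactose (5 nM, 100 uM final) was added. After 1 h at room temperature, Kinase-Glo Plus was added and luminescence read after 10 min.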
Mito fusion yeast – inhibitors of mitochondrial division or activators of mitochondrial fusion; S. cerevisiae fusion-defective mutant growth rescue, CellTiterGlo 48 h; Potency, µM (top dose mostly 46.1 µM), inactives show at the highest dose growth rescue (activation), usual class: activators; actives 0.23% (n = 320,000); AID 485298;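 note: potency is the fitted concentration of half-maximal effect; % of control where 0% means no effect; nearly all actives have a fitted effect of over 45% in size; temperature-sensitive fusion mutants such as fzo1-1 at 37 °C on non-fermentable ethanol glycerol medium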
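Temperature-sensitive fusion-defective S. cerevisiae (e.g. fzo1-1, mgm1-5) were grown with compound in YPEG medium (3% ethanol, 3% glycerol) for 48 hours at 37C. Growth rescue was measured as viability by CellTiterGlo luminescence after 10 minutes at ambient.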
USP2a inh – inhibitors of human ubiquitin-specific protease USP2a; O75604; USP2 core, Ub-CHOP2 coupled fluorogenic reporter, 485/531; Potency, µM (top dose mostly 38.3 µM), for inactives: top-dose activity change, negative = inhibition, hits mostly inhibitors; actives 0.01% (n = 330,000); AID 463254;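 note: potency is the fitted concentration of half-maximal effect; plate controls were DMSO wells for no effect and full inhibition by NEM control for full effect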
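USP2 core (10nM final) preincubated 30min RT with compound in 20mM Tris-HCl pH 8.0, 2mM CaCl2, 2mM beta-mercaptoethanol, 0.05% CHAPS; 25nM Ub-CHOP2 plus 25nM reporter substrate added, fluorescence (Ex485/Em531) read after 60min.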
S-ASM inh – blocks human secretory acid sphingomyelinase; P17405; Potency, µM (highest dose often 57.5 µM), for inactives: top-dose activity change, negative = inhibition, usual class: inhibitors; actives 0.006% (n = 340,000); placental ASM, HMU-PC fluorogenic substrate, 60 min; note: potency is the fitted concentration of half-maximal effect
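qHTS format. ASM enzyme prepared from human placenta hydrolyses the fluorogenic substrate HMU-PC0 (9 uM final) over 60 min at 37 °C after a 10 min compound preincubation.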
Chronic BCR inh – inhibitors of chronic active B-cell receptor signaling | ABC-DLBCL IkBa-CBG/CBR reporter, luminescence ratio, 4 h | Potency, µM (titrated, usually from 46.1 µM), inactives show top-dose ratio change, negative = lower green/red ratio, actives largely listed as inhibitors | actives 0.05% (n = 340,000); active = well fitted inhibition curve with a large enough effect in the signal ratio, with a control signal flat, not every such curve was filed as active; inconclusive = small, poorly fitted or top-dose-only effect, or effect the other way, or a change in a side signal; the % refers to the signal ratio;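 note: potency is the fitted concentration of half-maximal effect; plate controls were basal doxycycline-induced cells for no effect and cells given 10 µM MG132 for full effect; MG132 reads +100%, hits lower the ratio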
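TMD8 ABC-DLBCL cells carrying doxycycline-inducible green luciferase fused to IkappaBalpha plus unfused red luciferase were exposed to compounds (up to 46 uM) for 4 hrs at 37C. Activity came from the overlap-corrected green/red luminescence ratio.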
PKM2 activator – PKM2 (human) enzyme activation | purified PKM2, Kinase-Glo ATP luminescence, activation; response scale: 0% is enzyme alone, no compound | Potency, µM (top dose mostly 57.5 µM), for the others: at the top dose activation, usual class: activators | P14618 | actives 0.34% (n = 260,000); note: potency is the fitted concentration of half-maximal effect; % is set by controls: 0 for no effect and ±100 for the full control effect; nearly all actives have a fitted effect of over 55% in size
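Purified hPK-M2 (>95% pure) converted ADP (0.1 mM final) to ATP with 0.5 mM PEP in 50 mM imidazole pH7.2, KCl, MgCl2, Tween 20, BSA; 1 h at room temperature. ATP detected by Kinase-Glo luminescence.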
MBNL1-CUG inh – blocks human MBNL1 binding to CUG repeat RNA; Potency, µM (top dose mostly 57.5 µM), for inactives: top-dose activity change, negative = inhibition, most hits filed as inhibitors; TR-FRET MBNL1-His/biotin-(CUG)12 binding, 665/545 ratio; actives 0.036% (n = 280,000); Q9NR56; active = well fitted inhibition curve with a large enough effect in the signal ratio, with a control signal flat, not every such curve was filed as active; inconclusive = small, poorly fitted or top-dose-only effect, or effect the other way, or a change in a side signal; inactive = no such curve, though single readings can be large or run the other way; the % refers to the signal ratio; note: potency is the fitted concentration of half-maximal effect; % is set by controls: 0 for no effect and ±100 for the full control effect
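MBNL1-His + Biotin-(CUG)12, cpd titration 92 nM–58 uM; Tb anti-His Ab 0.055 ng/ul, SA-XL665 5 nM (final); 60 min RT; ratiometric 665/545 nm, Ex 340 nm; normalized to buffer and full-complex controls.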
TSHR antagonist – antagonists of human thyroid stimulating hormone receptor; activity change, negative = inhibition, % at 11.5 µM; P16473; TSHR-expressing cells, TSH-stimulated cAMP HTRF, 2 h; active compounds read low; actives 0.2% (n = 330,000);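 active = activity change below a set negative limit, meaning inhibition stronger than a set level, cut at about -70% in these data; inconclusive = activity change between two set negative limits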; note: % is set by controls: 0 for no effect and ±100 for the full control effect
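Read-out is FRET at 665 nm (cryptate excitation 337 nm) from a cryptate-tagged anti-cAMP antibody, competed by cell cAMP against cAMP-d2. Compounds are tested on freshly harvested TSHR cells challenged with 4nM TSH (EC80) for 2 hours at 37 deg C.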
Menin MLL FP TR – menin-MLL binding inhibition, Texas Red mutant peptide. O00255. Menin + Texas Red MLL mutant peptide, fluorescence polarization. actives 0.23% (n = 270,000). Potency, µM (highest dose often 61.6 µM), for inactives: top-dose FP activity change, negative = inhibition, actives largely listed as inhibitors. AID 1768; active = well fitted inhibition curve with a large enough effect in the polarisation, with a control signal flat, not every such curve was filed as active; inconclusive = small, poorly fitted or top-dose-only effect, or effect the other way, or a change in a side signal; inactive = no such curve, though single readings can be large or run the other way; the % refers to the polarisation; note: potency is the fitted concentration of half-maximal effect; % of control where 0% means no effect; many of its hits are not listed in these tables
KCNH2 WT inh – blocks the wildtype human KCNH2 potassium channel; Q12809; U2OS, BacMam KCNH2, thallium flux FluxOr; active compounds read low; activity change, % at 1.84 µM; actives 0.37% (n = 340,000); AID 720551;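 active = maximum activity change below -70%; inconclusive = maximum activity change between -70% and -50%; inactive = maximum activity change above -50%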; note: % is set by controls: 0 for no effect and ±100 for the full control effect
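U2OS cells were transduced with wild-type KCNH2 virus (2.03 x 10^8 / mL) for 4 h at room temperature, then cultured overnight at 37 C. Thallium flux was read with FluxOr dye. Rate constants were normalized to DMSO controls.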
* hit, by the source's call; ? = inconclusive; · = no result given; [ ] = dose if it differs, or a comment. Unless noted, calls come from the whole dose curve; as a rule, active = well fitted curve in the direction sought with a large enough effect; inconclusive = small, poorly fitted or top-dose-only effect, or another doubt; inactive = no such curve, though single readings can be large; an effect the other way counts as inactive or inconclusive.

SMILES | Eya2 phos inh | GALK inhibitor | Mito fusion yeast | USP2a inh | S-ASM inh | Chronic BCR inh | PKM2 activator | MBNL1-CUG inh | TSHR antagonist | Menin MLL FP TR | KCNH2 WT inh
CCOC(=O)N1CCC(NC(=O)CSCc2nc(-c3ccc(OC)c(OC)c3)oc2C)CC1 | 3% | 1% | 0% | 2% | 6% | -2% | -10% | 3% | 2 | -1% | -4
CC(=O)Nc1ccc(S(=O)(=O)NCc2ccccn2)cc1 | 1% | 2% | -3% | 4% | 1% | 0% | -5% | 0% | -4 | 0% | -11
CCN(CC)c1cccc(OCC(=O)N(C)CCC#N)c1 | -5% | 2% | 1% | -4% | 59%[activator] | 2% | 8% | 9% | 19 | ? | -2
O=C1CSC(c2ccc3c(c2)OCO3)N1c1ccc(Oc2ccccc2)cc1 (stereo unspecified) | -8% | 1% | 4% | -2% | -4% | 7% | -9% | -9% | -17 | -4% | 2
O=C(COC(=O)Cc1ccc(Cl)cc1)NC1CCCC1 | 10% | · | 8% | 1% | 0% | -9% | · | · | 14 | · | 2
O=C(NC(=S)N(CCc1ccccc1)CCc1ccccc1)c1ccco1 | -28% | 3% | 11% | 0% | -3% | ? | 0% | ? | 4 | -6% | -123*
Cc1ccc(NC(=O)C2CCN(C(=O)NC3CCCCC3)CC2)cc1Cl | 3% | 6% | -5% | -2% | 0% | 1% | 3% | 0% | 18 | 1% | -7
CN1CCN(S(=O)(=O)c2ccc(Nc3ccc(F)cc3)c([N+](=O)[O-])c2)CC1 | -8% | · | -5% | 0% | -7% | 0% | · | · | 4 | · | 4
COc1ccc(/C=C(\NC(=O)c2ccco2)C(=O)NCc2ccco2)cc1 | -11% | 0% | 3% | 0% | -3% | ? | · | 0% | 1 | 19% | 6
O=C(COC(=O)c1ccc(O)cc1)Nc1cc(C(F)(F)F)ccc1Cl | -5% | -1% | 26% | 0% | -2% | 1% | 2% | -4% | -7 | 31%[activator] | -12
C=CCN(c1ccccc1Cl)S(=O)(=O)c1cc(C(=O)N2CCCC2)ccc1Cl | -1% | 0% | 0% | 1% | 4% | ? | -12% | -2% | -25 | · | 3
O=c1[nH]cccc1-c1nc2ccccc2n1Cc1cccc(F)c1 | -6% | 13% | 1% | 2% | 46%[activator] | 0% | · | -2% | -2 | ? | -2
COc1ccc([C@@H]2Sc3cc(OC)ccc3N(CCN(C(C)C)C(C)C)C(=O)[C@H]2OC(C)=O)cc1 | 3% | -3% | -10% | 0% | 6% | -6% | 0% | 5% | 11 | -19% | -90*
CCCc1cc(C(=O)N2CCN(c3ccc(C(F)(F)F)cn3)CC2)sc1C | -27% | 3% | 2% | 0% | -18% | 13% | 7% | -8% | -15 | -6% | 3
CCOc1ccc(N(C(=O)c2snc(C(N)=O)c2N)C(C(=O)NCC2CCCO2)c2c[nH]c3ccccc23)cc1 (stereo unspecified) | 2% | -5% | 0% | 5% | 49%[activator] | 11% | 0% | ? | 37 | 0% | -1
COC(=O)C1C(O)C(C)C(O)C(C)(O)/C=C\C=C(/C)C(=O)Nc2c(C)c(OC(C)=O)c3c(c2O)C(=O)C(C)=C2OCOC(=C23)/C(C)=C/C(C)(O)C(O)C(C)C1O (stereo unspecified) | -7% | 12% | -9% | 6% | -1% | 3% | -10% | ? | -6 | ? | -4
COC(=O)c1ccc(CN2CCN(Cc3ccccc3)C(CCO)C2)cc1 (stereo unspecified) | 1% | 0% | -2% | 0% | 3% | -6% | 4% | -9% | -1 | -29% | -4
CC(C)n1nnnc1SCC(=O)NCCc1ccccc1 | 23% | -1% | 5% | 4% | 5% | 3% | -7% | -5% | -11 | -1% | 5
CCN(C1CCCCC1)S(=O)(=O)c1ccc(S(=O)(=O)NCCc2ccncc2)cc1 | 17%[15.4 µM] | 1% | -1% | 0% | 4% | -1% | -2% | -1% | -5 | -4% | 3
C/C(=N\N1CCN(Cc2ccccc2Cl)CC1)c1ccc(F)cc1 | -29% | -2% | 0% | 0% | 3% | -3% | -5% | -11% | 0 | · | -2
CCCC(=O)Nc1cccc(Oc2nc(C)cc(C)c2C#N)c1 | 3% | -2% | -5% | 4% | 2% | 2% | 1% | ? | 12 | 11% | -5
CC(=O)c1ccc(NS(=O)(=O)c2ccc(C(C)(C)C)cc2)cc1 | -13% | -1% | 16% | 1% | -7% | -2% | 2% | -1% | -2 | ? | 4
C=CCNC(=S)NCCO | -24% | -1% | 3% | 7% | -1% | ? | 11% | -2% | 17 | 14% | 9
O=C(COc1ccccc1F)NNC(=O)c1cc(Br)ccc1Cl | -9% | · | · | 2% | -1% | ? | · | · | -16 | · | -9
O=C(CSc1nc2ccc(Cl)cc2[nH]1)N1CCN(C(=O)c2ccco2)CC1 | -2% | 0% | 3% | 5% | 0% | 2% | ? | -7% | 24 | 4% | 14
O=C(Nc1ccccc1)c1c2c(nc3ccccc13)CCCC2 | 7% | 1% | 4% | 0% | -1% | -3% | -6% | · | 5 | · | 2
COc1ccc2c([N+](=O)[O-])c(Cl)[nH]c2c1 | -21% | -3% | 1% | 3% | 24% | 12% | -1% | ? | -7 | -18% | -4
CCOC(=O)[C@H]1[C@H]2COc3ccc(Cl)cc3[C@@H]2N2C(=O)CN(C)C(=O)[C@@]12C | -1% | · | -4% | 4% | 3% | ? | · | · | 8 | · | 16
COc1ccc(-n2c(=O)c3ccccc3c3ccccc3c2=O)cc1 | 4% | -4% | -1% | 2% | 1% | -3% | 12% | ? | -4 | 3% | 1
CSc1nnc(-c2ccccc2)c(-c2ccccc2)n1 | 3% | 1% | 9% | 10% | -4% | 16% | 2% | 23% | -16 | · | -10
COc1ccc(C2c3c(oc4ccccc4c3=O)C(=O)N2c2ccccn2)cc1 (stereo unspecified) | -5% | 1% | 1% | -2% | -3% | 17% | -2% | -3% | 10 | 3% | -9
O=C1CCNc2ccc(-c3ccccc3)cc21 | 45% | · | 19% | ? | 14% | ? | -3% | ? | -5 | -6% | -7
COP(=O)(CN(Cc1ccccc1)C(=S)Nc1c(C)cccc1C)OC | 13% | 2% | 1% | 1% | 3% | 1% | · | 0% | -3 | 3% | -1
Cc1ccc(S(=O)(=O)N2CCN(c3nc(C)c4c(c3C#N)CC(C)(C)OC4)CC2)cc1 | 8% | 2% | 5% | 1% | -2% | 4% | ? | -9% | -20 | -2% | 0
COc1ccc(CNC(=O)CN2C(=O)CSc3ccc(S(=O)(=O)N4CCCCC4)cc32)cc1 | -1% | -1% | 0% | 2% | 1% | 11% | · | 6% | 10 | 7% | 0

Profiles from above.
COc1ccc2c([N+](=O)[O-])c(Cl)[nH]c2c1 is listed with Eya2 phos inh: -21%; GALK inhibitor: -3%; Mito fusion yeast: 1%; USP2a inh: 3%; S-ASM inh: 24%; Chronic BCR inh: 12%; PKM2 activator: -1%; MBNL1-CUG inh: ?; TSHR antagonist: -7; Menin MLL FP TR: -18%; KCNH2 WT inh: -4
COC(=O)C1C(O)C(C)C(O)C(C)(O)/C=C\C=C(/C)C(=O)Nc2c(C)c(OC(C)=O)c3c(c2O)C(=O)C(C)=C2OCOC(=C23)/C(C)=C/C(C)(O)C(O)C(C)C1O (stereo unspecified) is listed with Eya2 phos inh: -7%; GALK inhibitor: 12%; Mito fusion yeast: -9%; USP2a inh: 6%; S-ASM inh: -1%; Chronic BCR inh: 3%; PKM2 activator: -10%; MBNL1-CUG inh: ?; TSHR antagonist: -6; Menin MLL FP TR: ?; KCNH2 WT inh: -4

Only part of the results is shown, so the mix of outcomes need not match the whole.
